# GALR2 antag: GALR2 (human) receptor antagonism | GALR2-expressing cells, antagonist mode | inhibition, % at 4 µM | actives 0.39% (n = 140,000); in the data active means inhibition above about 27%;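 further: cells stimulated with galanin 1-16 at roughly its EC80; 0% = agonist challenge control and 100% = basal control without agonist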
# Target sequence (O43603 whole entry, looked up): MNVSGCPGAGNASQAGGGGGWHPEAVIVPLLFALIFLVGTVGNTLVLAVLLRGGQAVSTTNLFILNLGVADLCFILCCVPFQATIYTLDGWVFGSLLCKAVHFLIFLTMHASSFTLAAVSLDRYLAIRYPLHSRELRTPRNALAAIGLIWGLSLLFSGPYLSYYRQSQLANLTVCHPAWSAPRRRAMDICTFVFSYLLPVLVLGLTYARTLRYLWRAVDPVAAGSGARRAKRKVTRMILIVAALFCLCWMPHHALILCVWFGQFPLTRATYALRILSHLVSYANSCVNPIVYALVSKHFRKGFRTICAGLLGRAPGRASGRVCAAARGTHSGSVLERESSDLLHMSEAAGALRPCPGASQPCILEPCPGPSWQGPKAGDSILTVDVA
# NPY-Y2 antag: blocks the human neuropeptide Y Y2 receptor | P49146 | NPY-Y2 expressing cells, antagonist mode | inhibition, % at 2.7 µM | actives 0.99% (n = 140,000); in the data active means inhibition above about 17%;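 further: 0% = vehicle with agonist challenge and 100% = reference antagonist with challenge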
# Target sequence (P49146 whole entry, looked up): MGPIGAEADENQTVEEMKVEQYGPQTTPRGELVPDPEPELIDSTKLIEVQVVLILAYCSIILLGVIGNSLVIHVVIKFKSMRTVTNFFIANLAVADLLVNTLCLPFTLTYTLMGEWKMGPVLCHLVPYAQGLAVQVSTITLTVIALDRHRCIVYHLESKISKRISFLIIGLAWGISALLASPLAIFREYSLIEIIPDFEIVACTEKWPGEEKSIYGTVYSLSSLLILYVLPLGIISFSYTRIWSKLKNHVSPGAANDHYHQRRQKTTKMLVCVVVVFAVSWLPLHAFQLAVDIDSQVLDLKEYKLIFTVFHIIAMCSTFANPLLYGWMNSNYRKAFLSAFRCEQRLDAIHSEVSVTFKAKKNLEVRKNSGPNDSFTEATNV
# Phagocytosis inh: inhibitors of macrophage phagocytosis; AID 1029; inhibition, % at 5 µM; J774A.1 macrophage IgG-bead phagocytosis, imaging; actives 0.07% (n = 110,000);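 active means inhibition above the mean of the plate negative controls plus 5 SD, cut at about 13% in these data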;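 further: phagocytic index as fraction of beads internalized from green versus red external bead signal; plate controls were DMSO negative control for no effect and cytochalasin-D positive control for full effect; some results beyond the cut were filed as inactive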
# Yeast life ext: extends the lifespan of yeast | inhibition of the nicotinamide effect, % at 10 µM | S. cerevisiae growth with nicotinamide, OD615; deaD strain in restrictive glucose medium | actives 0.68% (n = 130,000);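 active means inhibition above a set limit, placed 3 SD over the median of all compounds, cut at about 26% in these data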;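 further: 0% = nicotinamide-treated wells and 100% = cells grown without nicotinamide; some compounds called inactive have numbers as strong as hits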
#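 assay system = DeaD-strain S. cerevisiae | buffer or medium = restrictive glucose medium | reagent = 1.5 mM nicotinamide | compound = 10 µM single point, 0.25% DMSO | incubation = 48 h compound exposure at 30 °C, humidified | signal = OD615 measurement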
# BB579 growth dn: yeast BB579 growth reduction in restrictive medium; S. cerevisiae BB579 growth, OD615, 48 h; inhibition, % at 10 µM; actives 0.51% (n = 140,000);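 active means inhibition above a set limit, 3 SD over the mean compound inhibition, cut at about 44% in these data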; further: inactives centre near -24
#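 Test system: S. cerevisiae DeaD strain BB579 yeast; Medium: restrictive CSMM-D medium; Compound: one dose, 10 µM compound with 0.25% DMSO; Incubation: 4 h cell preincubation, 48 h compound exposure, 30 °C humidified; Signal: OD at 615 nm; Benchmarks: amphotericin B at 10 µg/mL as positive control.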
# bCat KO growth: beta-catenin-lacking colon tumor cell growth suppression; actives 1.5% (n = 140,000); AID 818; HCT116 beta-catenin knockout viability, CellTiter-Glo, 60 h; hits give low values; viability, % at 10 µM;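 active means viability at or under a set limit, the compound median less 4 SD, cut at about 6% in these data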;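 further: 0% = Hyamine 1622 control at 20 µM and 100% = untreated cell control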
# E-sel TNF inh: blocks E-selectin expression induced by TNF alpha; HUVEC TNFa-induced E-selectin immunofluorescence, high content; inhibition, % at 2 µM; actives 0.71% (n = 120,000);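 active means inhibition above the batch mean plus 3 SD, and confirmed as a hit on visual image review, cut at about 43% in these data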;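 further: 0% = TNF-stimulated DMSO wells and 100% = unstimulated control wells; not every result past the cut was called active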
# MRP-1 activ: activators of MRP-1; viability increase, % at 10 µM; actives 0.61% (n = 140,000); H69AR cells + doxorubicin, viability rescue, CellTiter-Glo;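 active means viability gain under doxorubicin at or above a set limit, the compound median plus 3 SD, cut at about 4.7% in these data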;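 further: MRP-1 overexpressing cells given doxorubicin 25 µM after compound pretreatment; 18-22 h compound pretreatment then 72 h with doxorubicin before readout; 0% = doxorubicin-only wells and 100% = vehicle-treated cells without doxorubicin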
# PTEN del growth: PTEN-deleted cell growth suppression; HCT116 PTEN-null viability, CellTiter-Glo, 60 h; hits give low values; viability, % at 10 µM; actives 1.2% (n = 140,000); AID 827;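 active means viability at or below a set limit, 4 SD under the median of all tested compounds, cut at about 3.7% in these data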;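 further: PTEN knockout HCT116 line with beta catenin targeted HCT116 as companion control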
# Measles CPE: protection of cells from measles virus; actives 1.5% (n = 140,000); protection (pct of control), % at 4 µM; AID 841; Measles virus-infected cells, CPE protection, absorbance; in the data active means protection mostly above about 24%, no sharp cut-off; inactive means mostly below about 26%; further: some compounds called inactive have numbers as strong as hits
# Active calls of the source: *; x = not tested or not shown; & = joins results of further samples. Compounds as they come; overall some 6.1% were active at least once.
No.	SMILES	GALR2 antag	NPY-Y2 antag	Phagocytosis inh	Yeast life ext	BB579 growth dn	bCat KO growth	E-sel TNF inh	MRP-1 activ	PTEN del growth	Measles CPE
1	CN(C(=O)CSc1nc2ccccc2n1CCc1ccccc1)C1CCS(=O)(=O)C1 (stereo unspecified)	-12	4	-1	-4	-17	88	29	-3.5	90	4
2	COCCNC(=O)/C(C#N)=C/c1c(N2CC(C)OC(C)C2)nc2ccccn2c1=O (stereo unspecified)	3	2	x	3	-26	92	x	-1.5	93	2
3	Clc1ccc(-c2nnc3c4ccccc4nc(N4CCOCC4)n23)cc1Cl	12	10	-2	-4	-1	43	4	-4.0	44	2
4	Cc1nnc(NC(=O)NCN2C(=O)C3C4C=CC(C4)C3C2=O)s1 (stereo unspecified)	-3	-1	1	0	-8	98	-46	-0.2	93	6
5	Nc1cc(=O)[nH]c(SCC(=O)Nc2cc(Cl)cc(Cl)c2)n1	-7	3	-2	-6	-16	104	x	-0.3	103	4
6	Cc1ccc(-n2c(CNc3ccc(F)cc3)nnc2SCC(=O)NCc2ccco2)cc1	1	-3	-2	-17	-74	68	3	-3.5	65	1
7	CCOc1ccc(/C=C/C(=O)Nc2ccc3[nH]c(=O)[nH]c3c2)cc1	5	2	-8	-1	-12	94	x	1.8	104	7
8	OCCN1CCN(c2nc(N3CCCCC3)nc(N3CCCCC3)n2)CC1	-1	1	x	-8	3	89	-12	-2.2	85	14
9	CCCn1nnc(NC(=O)COc2ccc(Cl)cc2)n1	-15	4	-2	-25	-2	99	10	-2.5	90	21
10	CCOC(=O)c1c(NC(=O)Cn2nc([N+](=O)[O-])c(Br)c2C)sc2c1CCC(C)C2 (stereo unspecified)	-3	3	x	-7	-25	58	-15	-5.2	58	5
11	COC(=O)/C(=C\c1ccc([N+](=O)[O-])o1)NC(=O)c1ccccc1	1	2	-1	5	-44	69	x	-5.2	63	17
12	CC(CCc1ccccc1)NC(=O)COC(=O)CC1CC2CCC1C2 (stereo unspecified)	-15	2	-4	0	-1	81	x	-1.0	83	8
13	Fc1ccc(NC(=S)N2CCCc3ccccc32)cc1	2	0	0	-26	-52	86	-26	-4.1	82	20
14	O=C1C(c2ccc(F)cc2)N(CC2COc3ccccc3O2)C(=O)CN1C1CCCCC1 (stereo unspecified)	5	-1	0	-1	-28	77	9	-2.6	78	15
15	Cc1ccc2c(c1)N(Cc1ccncc1)C(=O)C(C)O2 (stereo unspecified)	-3	0	0	-2	-22	84	x	-3.6	91	2
16	CCn1c2ccccc2c2cc(NC(=O)N3CCOCC3)ccc21	3	-2	11	-23	-44	83	-20	-4.7	89	7
17	COCCn1c(SC(C)C(=O)Nc2ccc3c(c2)OCCO3)nc2ccccc2c1=O (stereo unspecified)	1	9	-4	-11	-8	81	-19	-1.1	88	22
18	COc1ccc(C(=O)NCCn2ccc3ccccc32)cc1OC	3	5	0	-10	-2	89	-1	-2.6	89	6
19	O=C(CSc1ncccn1)N/N=C/c1cccc([N+](=O)[O-])c1	-1	0	x	-1	-20	95	x	1.9	90	3
20	COc1ccc(C)cc1NC(=O)Nn1cnnc1	3	-3	x	-3	-12	97	-4	-1.7	102	20
21	COc1ccc(N=Cc2c(O)c3ccccc3oc2=O)cc1	10	4	-6	-8	-46	81	0	-1.4	90	7
22	O=C(CSc1nc2ccc(NC(=O)CSc3nnnn3-c3ccccc3)cc2s1)Nc1ccccc1	5	0	-4	-1	-22	56	8	-4.0	64	7
23	Cc1nc2c(Br)c3nc(C(F)(F)F)[nH]c3c(Br)c2[nH]1	-4	0	6	-11	-22	86	x	0.1	95	29
24	Cc1c(C(=O)Nc2nnc(SCc3ccccc3Cl)s2)cccc1[N+](=O)[O-]	15	1	1	-7	-27	81	x	-2.3	84	11
25	Cc1ccc(CNc2ccc(S(=O)(=O)N3CCOCC3)cc2[N+](=O)[O-])cc1	-22	4	-9	5	-47	93	76*	-0.5	86	5
26	Cc1cc[n+](CC(=O)Nc2cc(C(F)(F)F)ccc2Cl)cc1	-2	-1	x	-11	-33	95	-30	-1.0	100	21
27	CCn1ncc(Br)c1C(=O)Nc1nccs1	-5	5	-1	-9	-48	97	4	-1.0	90	4
28	CCOC(=O)c1cnn(Cc2ccccc2)c1N	6	-1	x	x	-47	102	-6	-1.2	103	19
29	OC(c1ccccc1)c1nccn1Cc1ccccc1 (stereo unspecified)	1	0	0	-1	-51	84	17	-2.0	89	3
30	COc1cc(C(=O)NC(=S)NCc2ccco2)cc(OC)c1OC	10	0	-1	-12	-11	84	-33	-4.0	79	7

# Filtered by structure, the entries above containing fluorine.
No.	SMILES	GALR2 antag	NPY-Y2 antag	Phagocytosis inh	Yeast life ext	BB579 growth dn	bCat KO growth	E-sel TNF inh	MRP-1 activ	PTEN del growth	Measles CPE
6	Cc1ccc(-n2c(CNc3ccc(F)cc3)nnc2SCC(=O)NCc2ccco2)cc1	1	-3	-2	-17	-74	68	3	-3.5	65	1
13	Fc1ccc(NC(=S)N2CCCc3ccccc32)cc1	2	0	0	-26	-52	86	-26	-4.1	82	20
14	O=C1C(c2ccc(F)cc2)N(CC2COc3ccccc3O2)C(=O)CN1C1CCCCC1 (stereo unspecified)	5	-1	0	-1	-28	77	9	-2.6	78	15
23	Cc1nc2c(Br)c3nc(C(F)(F)F)[nH]c3c(Br)c2[nH]1	-4	0	6	-11	-22	86	x	0.1	95	29
26	Cc1cc[n+](CC(=O)Nc2cc(C(F)(F)F)ccc2Cl)cc1	-2	-1	x	-11	-33	95	-30	-1.0	100	21

# An excerpt from above in order of count of non-hydrogen atoms, lowest first:
No.	SMILES	GALR2 antag	NPY-Y2 antag	Phagocytosis inh	Yeast life ext	BB579 growth dn	bCat KO growth	E-sel TNF inh	MRP-1 activ	PTEN del growth	Measles CPE
20	COc1ccc(C)cc1NC(=O)Nn1cnnc1	3	-3	x	-3	-12	97	-4	-1.7	102	20
11	COC(=O)/C(=C\c1ccc([N+](=O)[O-])o1)NC(=O)c1ccccc1	1	2	-1	5	-44	69	x	-5.2	63	17
12	CC(CCc1ccccc1)NC(=O)COC(=O)CC1CC2CCC1C2 (stereo unspecified)	-15	2	-4	0	-1	81	x	-1.0	83	8
10	CCOC(=O)c1c(NC(=O)Cn2nc([N+](=O)[O-])c(Br)c2C)sc2c1CCC(C)C2 (stereo unspecified)	-3	3	x	-7	-25	58	-15	-5.2	58	5
17	COCCn1c(SC(C)C(=O)Nc2ccc3c(c2)OCCO3)nc2ccccc2c1=O (stereo unspecified)	1	9	-4	-11	-8	81	-19	-1.1	88	22

# Next results
No.	SMILES	GALR2 antag	NPY-Y2 antag	Phagocytosis inh	Yeast life ext	BB579 growth dn	bCat KO growth	E-sel TNF inh	MRP-1 activ	PTEN del growth	Measles CPE
31	O=C(O)c1cccc(Cn2cc(Br)cn2)c1	-5	4	-1	-2	-45	101	16	-0.1	105	7
32	Cc1ccc(NC2=Nc3ccccc3CS2)cc1	-15	1	0	-8	-8	90	-19	-2.5	86	22
33	CN1C(=O)NC(NC(=O)c2cccs2)(C(F)(F)F)C1=O (stereo unspecified)	-13	2	-2	-3	-11	102	-10	0.8	107	38
34	O=C1c2ccccc2C(=O)N1CCCOCc1c[nH]c(=O)[nH]c1=O	7	6	0	0	-7	100	x	-2.7	108	17
35	Cn1c(=Nc2ccccc2)sc2ccccc21	-9	5	0	-12	-38	95	10	-1.2	87	4
36	O=C1OCCC1Sc1nc2ccccc2n1Cc1ccccc1 (stereo unspecified)	0	1	x	-16	-52	97	-38	-0.4	100	11
37	Cn1c(CNC(=O)c2ccc(Cl)c(Cl)c2)nnc1SCC(=O)Nc1sc2c(c1C#N)CCCC2	-5	0	-1	-5	-48	7	-10	-3.3	x	12
38	O=C(Nc1ccc2c(c1)OCCO2)C1CCN(S(=O)(=O)Cc2ccccc2)CC1	3	-2	0	5	25	92	-8	-2.4	89	17
39	FCCCOc1ccc(-c2nccc(-c3ccc(F)cc3)n2)cc1	-1	6	2	-13	-51	111	-9	-1.2	99	19
40	CCC1CCCCN1S(=O)(=O)c1ccc(NC(=O)CSc2ncccc2C(=O)O)cc1 (stereo unspecified)	3	3	-1	-5	-25	105	28	-0.6	109	4
41	COc1ccc(OCCNC2CCCC2)cc1	3	2	-2	6	71*	91	x	0.1	100	8
42	CCCn1c(=O)c2c(C(=O)OCC)cc(-c3ccco3)nc2n(CCC)c1=O	1	2	0	-7	-29	79	x	-2.0	85&94	33
43	CC1Cc2ccccc2N1Cc1nc2cc(C(F)(F)F)ccc2c(=O)[nH]1 (stereo unspecified)	4	3	x	-17	-45	66	-11	-4.9	53	26
44	O=S(Cc1cc(Oc2ccccc2)nc(-c2ccccc2)n1)c1ccccc1 (stereo unspecified)	-1	4	x	-18	-46	81	-23	0.1	75	5
45	Cn1c(NC(=O)/C=C/c2ccco2)cc(=O)n(C)c1=O	2	0	x	12	-29	92	x	-2.6	89	13
46	CCOc1ccc(NS(=O)(=O)c2ccc(NS(=O)(=O)c3ccc(SC)cc3)cc2)cc1	7	5	-2	7	-70	98	11	-2.2	97	19
47	CCOC(=O)C1CCN(C(=O)c2cn(C)c(=O)c3cc(OC)c(OC)cc23)CC1	-12	0	x	-7	-19	98	0	-3.4	98	15
48	COc1ccccc1/C=N/NC(=O)C(=O)N1CCN(c2ccccc2OC)CC1	2	2	2	2	-18	100	1	-1.2	100	23
49	CCC(C)(C)NC(=O)c1cc([N+](=O)[O-])ccc1N1CCCCC1	-10	1	0	-1	-6	81	-12	-2.8	81	20
50	COc1ccc(S(=O)(=O)Nc2cccc(SC)c2)cc1OC	5	1	x	-6	17	85	4	-3.8	81	9
51	CCN(CC)S(=O)(=O)c1ccc(N/N=C/c2cc(OC)c(OC)cc2OC)nc1	9	-2	-5	1	-6	91	x	-0.8	108	5
52	Cc1cc(SCC(=O)c2cccs2)nc2c(C)cccc12	5	12	x	-13	-45	81	-36	-1.4	89	6
53	CCN(CC)C(=O)C1CC(=O)N(c2ccc(F)c(Cl)c2)C1 (stereo unspecified)	7	2	2	-13	-47	97	12	-0.9	95	7
54	COc1nc(OCC#N)nc(N(C)C)n1	3	0	1	-2	-40	90	-6	0.4	104	14
55	CC(C)(C)NC(=O)C1CCN(C(=O)c2ccc(-c3ccccc3)cc2)CC1	-11	-1	5	-14	-40	86	10	-0.5	79	7
56	CCOc1ccccc1NC(=O)CN1C(=O)COc2ccc(Cl)cc21	-6	11	1	1	-23	96	28	-2.4	90	23
57	COc1cccc(C2CC(C(F)(F)F)n3ncc(C(=O)NC(C)(C)C)c3N2)c1 (stereo unspecified)	3	4	x	-3	-33	87	-38	-2.5	92	5

# Results in BB579 growth dn, MRP-1 activ and Phagocytosis inh, for some of the entries so far:
no.	mol	BB579 growth dn	MRP-1 activ	Phagocytosis inh
1	CN(C(=O)CSc1nc2ccccc2n1CCc1ccccc1)C1CCS(=O)(=O)C1 (stereo unspecified)	-17	-3.5	-1
2	COCCNC(=O)/C(C#N)=C/c1c(N2CC(C)OC(C)C2)nc2ccccn2c1=O (stereo unspecified)	-26	-1.5	x
